CIT2-GFP yeast – modulators of CIT2-GFP expression in yeast, primary screen, S. cerevisiae, GFP fusion, multiplex flow cytometry, MLPCN library. hit rate 0.065% among 320,000. GFP response vs DMSO, % at 10 µM. S. cerevisiae CIT2-GFP strain, 3 h; 100 means same as DMSO wells;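 active = GFP response relative to DMSO above a set limit, near the screen mean plus 3 SD, cut at about 150% in these data; inconclusive = Fewer than 70 cells measured for a yeast strain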;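 also: ratio of well median GFP fluorescence to mean of DMSO wells on the plate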
GASC-1 inh – inhibitors of GASC-1 histone demethylase, primary screen, biochemical, fluorescence, DELFIA europium | Lysine-specific demethylase 4C (Homo sapiens), Q9H3R0 | GST-JMJD2C(1-420) H3K9me3 demethylation | inhibition, % at 2.35 µM | hit rate 0.069% among 330,000 | AID 2099, 2009;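 active = more than half of a compound's replicate wells show inhibition beyond 50%, single wells judged on their own value; inconclusive = some, but no more than half, of replicates pass 50% inhibition; inactive = no replicate passes 50% inhibition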;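 also: signal counts dimethyl H3K9 product captured on neutravidin plate; 0% = median of DMSO wells and 100% = 0.3 times that DMSO median; strong numbers were not always called active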
Target sequence (Q9H3R0 1-420 limits assumed): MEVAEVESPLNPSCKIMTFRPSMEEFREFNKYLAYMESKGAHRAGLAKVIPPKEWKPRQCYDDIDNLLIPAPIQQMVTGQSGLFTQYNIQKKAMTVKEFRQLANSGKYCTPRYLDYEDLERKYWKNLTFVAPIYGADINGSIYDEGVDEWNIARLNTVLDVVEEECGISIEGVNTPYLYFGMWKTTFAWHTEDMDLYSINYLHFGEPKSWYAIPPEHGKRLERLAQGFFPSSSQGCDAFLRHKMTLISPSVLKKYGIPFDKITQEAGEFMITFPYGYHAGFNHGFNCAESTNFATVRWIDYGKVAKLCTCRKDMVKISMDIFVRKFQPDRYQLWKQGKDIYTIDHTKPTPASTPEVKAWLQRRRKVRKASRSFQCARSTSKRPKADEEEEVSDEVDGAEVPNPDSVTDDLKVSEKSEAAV
VLA-4 inh – inhibition in human VLA-4 binding assay, primary screen, VLA-4 allosteric modulator project, MLPCN library, flow cytometry, VLA-4 expressing cells; inhibition, % (about 7 µM as worked out from the volumes in the protocol); hit rate 0.2% among 330,000; ligand binding flow cytometry; in the data active = inhibition above about 50%
AGP1-GFP MLPCN – modulators of AGP1-GFP expression in yeast TOR pathway, primary screen, cell-based, multiplex flow cytometry, S. cerevisiae, MLPCN library | 3 h; GFP as percent of DMSO wells | GFP response vs DMSO, % at 10 µM | hit rate 0.02% among 320,000 | AID 2066, 2009;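 active = GFP response relative to DMSO above a set limit, near screen average plus 3 SD, cut at about 150% in these data; inconclusive = fewer than 70 cells counted for the yeast strain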;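 also: median GFP channel fluorescence of the gated AGP1 strain per well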
RPL19A TOR yeast – RPL19A-GFP expression modulators in yeast, primary screen, cell-based, S. cerevisiae, multiplex flow cytometry, MLPCN; S. cerevisiae RPL19A-GFP strain, 3 h; active compounds read low; percent response vs DMSO, % at 10 µM; hit rate 0.3% among 330,000;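 active = percent response vs DMSO below 50%; inconclusive = fewer than 70 events counted for the yeast strain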;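 also: median channel GFP fluorescence of the barcoded RPL19A-GFP strain; ratio of sample median GFP to plate DMSO average so 100% = DMSO; lower means less RPL19A-GFP as with rapamycin TOR inhibition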
LAP4-GFP MLPCN – modulators of LAP4-GFP expression in yeast, primary screen, S. cerevisiae, multiplex flow cytometry, MLPCN library; AID 2023, 2009; GFP response vs DMSO, % at 10 µM; 3 h; median GFP as percent of DMSO wells; hit rate 0.34% among 320,000;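 active = GFP response vs DMSO above a set limit, about the screen mean plus 3 SD, cut at about 150% in these data; inconclusive = under 70 cell events counted for the yeast strain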
GRK2 aptamer HTS – compounds blocking aptamer binding on GRK2 – biochemical, human GRK2, bead flow cytometry, HTS, primary screen | inhibition of aptamer binding, % at 10 µM | FAM-aptamer displacement from GRK2 | hit rate 0.59% among 330,000 | AID 488847, 2010 | Beta-adrenergic receptor kinase 1 (Homo sapiens), P25098;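 active = inhibition of aptamer binding above 40%, roughly 3 SD of noise, on plates passing a quality check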;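 also: median bead fluorescence of bound FAM aptamer so fluorescent compounds give negative values; no value below 0 was filed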
Target sequence (P25098 whole entry, looked up): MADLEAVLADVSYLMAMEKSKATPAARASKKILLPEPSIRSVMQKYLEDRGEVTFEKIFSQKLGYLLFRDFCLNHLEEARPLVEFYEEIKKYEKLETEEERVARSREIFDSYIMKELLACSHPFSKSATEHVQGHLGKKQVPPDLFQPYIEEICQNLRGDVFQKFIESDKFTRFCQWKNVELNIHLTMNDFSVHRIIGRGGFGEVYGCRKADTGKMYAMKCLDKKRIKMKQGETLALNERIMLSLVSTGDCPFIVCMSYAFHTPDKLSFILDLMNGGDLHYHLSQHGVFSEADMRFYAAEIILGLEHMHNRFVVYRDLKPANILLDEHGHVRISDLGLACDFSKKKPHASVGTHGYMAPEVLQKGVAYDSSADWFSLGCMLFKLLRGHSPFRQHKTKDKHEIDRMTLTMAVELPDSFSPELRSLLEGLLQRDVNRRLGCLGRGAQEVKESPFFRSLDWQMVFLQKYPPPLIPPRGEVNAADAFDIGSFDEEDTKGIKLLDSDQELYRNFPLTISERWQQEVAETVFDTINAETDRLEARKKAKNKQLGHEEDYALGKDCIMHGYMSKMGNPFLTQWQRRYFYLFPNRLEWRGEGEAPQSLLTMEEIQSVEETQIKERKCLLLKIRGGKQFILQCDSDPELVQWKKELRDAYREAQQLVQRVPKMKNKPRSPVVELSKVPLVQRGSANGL
MEP2-GFP yeast – modulators of MEP2-GFP levels in yeast, primary screen, S. cerevisiae, multiplex flow cytometry, MLPCN library; S. cerevisiae MEP2-GFP strain, 3 h; 100% = DMSO control level; hit rate 0.51% among 330,000; AID 2016, 2009; GFP response vs DMSO, % at 10 µM;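 active = GFP response versus DMSO above a set limit, roughly screen mean plus 3 SD, cut at about 180% in these data; inconclusive = fewer than 70 cells counted for a yeast strain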;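 also: median GFP fluorescence of the barcode-gated MEP2-GFP cells per well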
* = called active by the depositor; u = inconclusive; x = not tested or not shown; + = active, no number; [ ] = dose if it differs, or a comment.

SMILES | CIT2-GFP yeast | GASC-1 inh | VLA-4 inh | AGP1-GFP MLPCN | RPL19A TOR yeast | LAP4-GFP MLPCN | GRK2 aptamer HTS | MEP2-GFP yeast
CC(OC(=O)c1ccccc1Nc1ccc(SC(F)F)cc1)C(N)=O (stereo not drawn) | 98 | 2 | 10 | 98 | 104 | 108 | 2 | 115
Cc1ccc2nc3n(c(=O)c2c1)CCCCC3 | 100 | -15 | -14 | 104 | 101 | 95 | 2 | 100
Cn1cnc(S(=O)(=O)Nc2ccc(Cl)c(C(F)(F)F)c2)c1 | 101 | -1 | 3 | 93 | 93 | 94 | 0 | 91
O=C(CSc1ccc(Cl)cc1)Nc1ccc(C2SCCS2)cc1 | 104 | 2 | 6 | 105 | 96 | 113 | 0 | 96
COc1ccc(S(N)(=O)=O)cc1C(=O)NCCCN1CCN(c2cccc(Cl)c2)CC1 | 98 | 13 | -3 | 99 | 99 | 99 | 3 | 107
CC1=NN(C(=O)c2cc(C)nn2C)C(O)(C(F)(F)F)C1 (stereo not drawn) | 103 | 4 | 5 | 101 | 104 | 101 | 0 | 95
Cc1cccc(C(=O)N2CCCC(Nc3ccc(C)c(C)c3)C2)n1 (stereo not drawn) | 104 | 9 | -24 | 94 | 106 | 76 | 1 | 95
Cc1nn(CC(=O)Nc2cccnc2)c(=O)c2ccccc12 | 125 | -1 | 5 | 97 | 105 | 81 | 0 | 114
Cc1ccc(S(=O)(=O)N2CCCC(C(=O)NCCC(C)C)C2)cc1 (stereo not drawn) | 97 | 19 | 11 | 94 | 103 | 92 | 0 | 106
Cc1ccnc(NS(=O)(=O)c2ccc(NC(=O)c3snnc3C)cc2)n1 | 113 | 8 | 4 | 110 | 110 | 98 | 0 | 105
Cc1oc2c(C)c(O)ccc2c(=O)c1-c1nncn1-c1ccccc1 | 96 | 0 | -16 | 98 | 98 | 103 | 2 | 88
Nc1ccc2nc(-c3cccc(-c4nc5ccc(N)cc5[nH]4)n3)[nH]c2c1 | u | -3 | -10 | 35[may fluoresce violet] | 86[may fluoresce violet] | 102[may fluoresce violet] | 4 | +[may fluoresce violet]
Cc1cccc(C(=O)N2CCC(c3nc(-c4ccc(S(=O)(=O)N5CCOCC5)cc4)no3)CC2)c1 | 94 | 4 | -4 | 96 | 98 | 96 | 0 | 97
Cn1c(=O)cc(SCC(=O)NCCC2=CCCCC2)c2ccccc21 | 104 | 4 | 9 | 104 | 102 | 96 | 6 | 116
COC(=O)CCCNC(=O)c1ccccn1 | 92 | 1 | 8 | 105 | 97 | 108 | 0 | 104
N=C1C(c2ccccc2)=C(O)CN1c1cccc(O)c1 | 97 | 1 | 5 | 100 | 98 | 98 | 2 | 101
Nc1cc(=O)[nH]c(SCC(=O)N2CCc3ccccc3C2)n1 | 107 | -2 | -16 | 112 | 107 | 97 | 0 | 101
CC(C)(C)NC(=O)Cn1c(SCC(=O)N2CCCCCC2)nc2ccccc21 | 107 | -1 | 4 | 103 | 93 | 114 | 1 | 111
CN(C)c1ccc(P(=O)(OCc2ccccc2)C(O)c2ccccc2)cc1 (stereo not drawn) | 102 | -3 | 12 | 105 | 99 | 113 | 0 | 97
COCCCN1C(=O)C(=O)/C(=C(/O)c2ccc(S(=O)(=O)N3CCOCC3)cc2)C1c1ccc(Cl)cc1 (stereo not drawn) | 104 | 0 | 10 | 101 | 100 | 98 | 3 | 108
CCOc1ccc(CN2CCN(CCCc3ccccc3)C(CCO)C2)cc1 (stereo not drawn) | 98 | -13 | 7 | 99 | 100 | 92 | 4 | 99
CSCCC(=O)N1CCCC(CNC(=O)c2ccccc2Cl)C1 (stereo not drawn) | 97 | -5 | -6 | 97 | 95 | 95 | 0 | 91
O=C(NC1CC2CCCC(C1)N2C(=O)NCc1ccccc1)C1CC1 (stereo not drawn) | 89 | -7 | 9 | 103 | 99 | 101 | 0 | 100
O=C1CCCCN1CCCC(=O)N1CCCC(Nc2ccc(F)cc2)C1 (stereo not drawn) | 109 | 2 | 12 | 108 | 102 | 102 | 2 | 105

In the list so far, these contain an NH in an aromatic ring:
SMILES | CIT2-GFP yeast | GASC-1 inh | VLA-4 inh | AGP1-GFP MLPCN | RPL19A TOR yeast | LAP4-GFP MLPCN | GRK2 aptamer HTS | MEP2-GFP yeast
Nc1ccc2nc(-c3cccc(-c4nc5ccc(N)cc5[nH]4)n3)[nH]c2c1 | u | -3 | -10 | 35[may fluoresce violet] | 86[may fluoresce violet] | 102[may fluoresce violet] | 4 | +[may fluoresce violet]
Nc1cc(=O)[nH]c(SCC(=O)N2CCc3ccccc3C2)n1 | 107 | -2 | -16 | 112 | 107 | 97 | 0 | 101

The list continues.
SMILES | CIT2-GFP yeast | GASC-1 inh | VLA-4 inh | AGP1-GFP MLPCN | RPL19A TOR yeast | LAP4-GFP MLPCN | GRK2 aptamer HTS | MEP2-GFP yeast
COC(=O)CCc1c(COC(C)=O)[nH]c(C(=O)OCc2ccccc2)c1C | 104 | 1 | 6 | 98 | 102 | 96 | 6 | 104
COc1c(C)oc2cc(O)ccc2c1=O | 96 | 2 | 1 | 88 | 93 | 84 | 0 | 95
COc1ccc(CCNC(=O)CSc2ccsc2[N+](=O)[O-])c(OC)c1 | 106 | -2 | -1 | 103 | 106 | 99 | 0 | 109
Nc1nn(-c2ccccc2)c(N)c1N=Nc1ccc2c(c1)OCO2 | 94 | -6 | -8 | 82 | 94 | 98 | 0 | 96
Cc1ccccc1OCc1nnc(SCC(=O)NC2CCCCC2)o1 | 95 | -12 | 0 | 90 | 94 | 90 | 1 | 104
C=CCNC(=O)C1CC(=O)N(c2ccc(OCC(=O)Nc3ccc(C)cc3)cc2)C1 (stereo not drawn) | 94 | 4 | 3 | 98 | 96 | 96 | 0 | 88
Cc1ccc(CCNC(=O)CN2C(=O)COc3ccc(S(=O)(=O)N4CCCCC4)cc32)cc1 | 100 | 2 | 19 | 104 | 104 | 110 | 3 | 107
CCN1C(=O)S/C(=C/c2ccc(Oc3ccc([N+](=O)[O-])cn3)c(OC)c2)C1=O | 101 | -1 | 3 | 101 | 112 | 99 | 0 | 97
O=C(CN(CC1CCCO1)C(=O)CNS(=O)(=O)c1ccc(Cl)cc1)NCCc1ccccc1 (stereo not drawn) | 105 | 9 | -11 | 98 | 98 | 97 | 0 | 99
COc1ccc(N2CCN(C(=O)Cn3cnc4sc(C)c(S(=O)(=O)N5CCOCC5)c4c3=O)CC2)cc1 | 102 | -6 | -1 | 103 | 103 | 100 | 3 | 104
Cc1c(C(=O)NCc2ccccn2)oc2ccc(Br)cc12 | 87 | -1 | 5 | 92 | 91 | 112 | 0 | 94
COC(=O)c1c(C(C)=O)c(C)n(C)c1C | 96 | 0 | -5 | 102 | 95 | 108 | 3 | 95
O=C(COc1ccc(Cl)cc1)NCCNC(=O)c1ccccn1 | 112 | 2 | 8 | 104 | 100 | 97 | 0 | 103
Cn1ncc(Br)c1C(=O)N1CCCCCC1 | 100 | -8 | 5 | 107 | 91 | 107 | 0 | 102
Cc1ccc(C)c(S(=O)(=O)N2CCN(CC(=O)Nc3ccc4c(c3)CCC4)CC2)c1 | 96 | -7 | 20 | 96 | 104 | 109 | 0 | 105
CC1C(=O)N2CCCc3cc(S(=O)(=O)NCCc4ccccc4)cc1c32 (stereo not drawn) | 113 | 6 | 7 | 109 | 105 | 103 | 3 | 107
CC(C)(C)C1CCc2c(sc(NC(=O)c3cccs3)c2C(N)=O)C1 (stereo not drawn) | 85 | -7 | 1 | 94 | 97 | 82 | 0 | 90
C/C(=N\NC(=O)CSc1nc(C)cc(C)n1)c1cccc([N+](=O)[O-])c1 | 98 | 1 | 1 | 100 | 102 | 93 | 0 | 104
Cc1cc(Cl)ccc1NC(=O)Nc1c(C)n(-c2ccccc2)c(=O)n1C | 104 | u | -2 | x | 102 | 101 | 1 | 108
C/C(CC(=O)Nc1ccc(Cl)cc1Cl)=N\NC(N)=S | 99 | 19 | 1 | 112 | 104 | 103 | 0 | 93
O=S(=O)(N/N=C/c1ccc(N2CCOCC2)cc1)c1ccccc1 | 101 | 7 | -4 | 108 | 102 | 97 | 0 | 102
COc1ccc(CCNC(=O)CNS(=O)(=O)c2ccc(N(C)C)c([N+](=O)[O-])c2)cc1OC | 96 | -6 | 4 | 95 | 106 | 90 | 6 | 86
Cn1cnnc1SC(C(=O)c1ccccc1)c1ccccc1 (stereo not drawn) | 100 | -10 | 8 | 81 | 99 | 80 | 0 | 87
Cn1cccc1/C=N/NC(=O)c1cccc(OC(F)(F)C(F)F)c1 | 91 | -2 | 20 | 95 | 96 | 93 | 2 | 102
Cc1ccc(CS(=O)(=O)c2cn(CC(=O)N3CCOCC3)c3ccccc23)cc1 | 129 | -5 | -33 | 109 | 96 | 93 | 0 | 108
Cc1cccc(NCC(O)Cn2cnc3c2c(=O)n(C)c(=O)n3C)c1 (stereo not drawn) | 100 | 14 | 3 | 107 | 105 | 102 | 0 | 106
COC(=O)C1Cc2c([nH]c3ccccc23)C(C)N1 (stereo not drawn) | 100 | 5 | -7 | 98 | 96 | 99 | 0 | 99
CCOC(=O)C(C)Sc1nc(=O)n2cc(C)ccc2n1 (stereo not drawn) | 105 | -22 | 0 | 106 | 95 | 98 | 0 | 96
CCn1c(=N)n(CC(=O)c2ccc(OC)cc2)c2ccccc21 | 90 | 11 | 19 | 96 | 98 | 99 | 0 | 101
CCOCc1nnc(NC(=O)c2cccs2)s1 | 100 | -9 | 5 | 99 | 101 | 99 | 5 | 99
Cc1c(CCC(=O)NC2CC2)c(=O)oc2c(C)c(O)ccc12 | 93 | 5 | 4 | 96 | 101 | 100 | 0 | 106
O=C(CSc1nnc2ccccn12)NC(=O)c1cccc([N+](=O)[O-])c1 | 94 | x | 0 | 94 | 96 | 95 | 0 | 102
CCOC(=O)CC(=O)CSc1nc2c(C)c(C)ccc2cc1C | 105 | 1 | -12 | 104 | 102 | 99 | 0 | 98
COc1ccc(-c2cc3ccc(OCC(N)=O)cc3oc2=O)cc1OC | 99 | -15 | 0 | 103 | 107 | 98 | 0 | 106
CC(C)CC(NC(=O)OC(C)(C)C)c1cn([C@@H](CCC(=O)OC(C)(C)C)C(=O)N2CCN(C(=O)OC(C)(C)C)CC2)nn1 (stereo partly drawn) | 68 | 7 | 12 | 80 | 98 | 120 | 0 | 94
CC(=O)Nc1cc(NC(C)=O)c2nc(N)sc2c1 | 109 | -12 | 0 | 106 | 104 | 109 | 3 | 108
O=C(COc1ccc(-n2cnnn2)cc1)Nc1ccccc1Cl | u | 7 | -51 | u | 33*[may fluoresce violet] | 66[may fluoresce violet] | 0 | 240*[may fluoresce violet]
COc1ccccc1NC(=O)c1cc(Cl)nc2ccccc12 | 99 | 3 | 7 | 103 | 96 | 125 | 1 | 92
O=C(CCNC(=O)c1ccccc1Cl)Nc1ccc(S(=O)(=O)Nc2nccs2)cc1 | 102 | 7 | 4 | 96 | 97 | 88 | 1 | 96

Bioassay records deposited in PubChem by several laboratories.
